# Screens from PubChem.
# FXN GAA850 act: FXN promoter activators, primary screen, cell-based, luciferase luminescence, HEK293 lucGAA850; hit rate 0.56% among 360,000; activation, % at 6 µM; HEK293 lucGAA850 FXN promoter luciferase reporter, 24 h; percent of 10 µM SAHA response;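 active = activation above the average of all compounds screened plus 3 SD, cutoff fixed separately per campaign, cut at about 7.5% in these data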;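 note: 0% = DMSO wells and 100% = 10 µM SAHA wells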
# sPLA2-III inh: human group III sPLA2 inhibitors, primary screen, biochemical, QFRET, BODIPY PC-A2 liposome substrate. Group 3 secretory phospholipase A2 (Homo sapiens), Q9NZ20. QFRET BODIPY PC-A2 liposome hydrolysis, fluorescence. inhibition, % at 12.2 µM. hit rate 0.56% among 370,000. AID 743126, 2013;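 active = inhibition above mean plus 3 SD of compounds lying within the high and low control bounds, cut at about 19% in these data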;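 note: 0% = median of test compound wells and 100% = no enzyme DMSO wells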
# ADAM10 inh: human ADAM10 inhibitors, primary screen, biochemical, QFRET, HTS; AID 720582, 2013; hit rate 0.62% among 370,000; recombinant ADAM10, EDANS/DABCYL FRET peptide cleavage, 3 h; inhibition, % at 7 µM;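 active = inhibition above a per-campaign cutoff equal to the mean of compounds falling between control-based bounds plus 3 SD, cut at about 20% in these data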;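 note: 0% = DMSO wells while the 100% control is not disclosed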
# Target sequence (O14672 214-748 limits assumed): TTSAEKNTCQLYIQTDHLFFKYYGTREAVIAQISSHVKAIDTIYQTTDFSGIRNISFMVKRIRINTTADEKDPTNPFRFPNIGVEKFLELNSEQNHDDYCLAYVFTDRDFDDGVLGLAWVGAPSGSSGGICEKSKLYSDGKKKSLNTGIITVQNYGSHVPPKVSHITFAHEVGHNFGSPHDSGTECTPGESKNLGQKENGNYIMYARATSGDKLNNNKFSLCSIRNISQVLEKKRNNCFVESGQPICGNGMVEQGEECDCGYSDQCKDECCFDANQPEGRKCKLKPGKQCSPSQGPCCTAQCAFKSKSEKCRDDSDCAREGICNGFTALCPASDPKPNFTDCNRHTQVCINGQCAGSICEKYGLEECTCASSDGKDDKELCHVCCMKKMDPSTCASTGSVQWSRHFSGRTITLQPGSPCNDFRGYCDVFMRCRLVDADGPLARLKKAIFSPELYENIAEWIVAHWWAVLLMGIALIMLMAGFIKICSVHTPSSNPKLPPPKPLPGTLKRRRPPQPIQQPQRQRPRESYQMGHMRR
# hcDAF12 agonist: H. contortus DAF-12 nuclear receptor activators, primary screen, cell-based, luminescence, HEK293, lit1-tk-luc reporter; HEK293 hcDAF-12 lit1-tk-luc reporter; 0% DMSO, 100% Δ7-dafachronic acid; hit rate 1.4% among 370,000; activation, % at 6.8 µM; AID 652067, 2013;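 active = activation above the mean of all tested compounds plus 3 SD, cut at about 5.5% in these data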;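 note: 100% = response to 3 µM Δ7-dafachronic acid high control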
# ssDAF12 agonist: S. stercoralis DAF-12 nuclear receptor activators, primary screen, cell-based, luminescence, HEK293, GRIP1 co-expression, lit1-tk-luc | Nuclear hormone receptor DAF-12 (Strongyloides stercoralis) | HEK293 ssDAF-12/GRIP1 lit1-tk-luc reporter; % of 3 µM dafachronic acid response | activation, % at 6.8 µM | hit rate 1% among 370,000;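 active = activation above the mean over all tested compounds plus 3 SD, cut at about 0.9% in these data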;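 note: 0% = DMSO-only wells and 100% = 3 µM delta7-dafachronic acid wells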
# hgDAF-12 ag: H. glycines DAF-12 receptor agonists, primary screen, cell-based, luminescence, HEK293, GAL4 fusion, UAS-luciferase; HEK293 GAL4-hgDAF12 UAS-luciferase reporter, agonist luminescence; normalized to butyrate control; Nuclear hormone receptor DAF-12 (Heterodera glycines), GAL4 fusion; activation, % at 6.8 µM; hit rate 1.8% among 370,000;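 active = activation above a cutoff set at the mean of all screened compounds plus 3 SD, cut at about 10% in these data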;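 note: 0% = DMSO wells and 100% = sodium butyrate wells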
# GC-A act: GC-A stimulated cGMP production enhancers – HEK293 GC-A cells, cGMP TR-FRET, EC30 ANP, primary screen. 0% at EC30 ANP, 100% saturating ANP. activation, % at 10 µM. hit rate 0.14% among 370,000; in the data active = activation above about 40%
# DAX1 inh-1: DAX1 (NR0B1) inhibitors, primary screen, cell-based, HEK293, Gal4-DAX1, luciferase luminescence | HEK293 Gal4-DAX1 luciferase reporter | inhibition, % at 6.75 µM | hit rate 0.99% among 340,000 | AID 504766, 2011;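 active = inhibition above the mean over all tested compounds plus 3 SD, cut at about 4.2% in these data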;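 note: 0% = DAX1-transfected cells with DMSO and 100% = empty-vector control cells with DMSO; inhibition shows as a rise in luminescence from relieved DAX1 repression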
# Target sequence (P51843 207-470 limits assumed): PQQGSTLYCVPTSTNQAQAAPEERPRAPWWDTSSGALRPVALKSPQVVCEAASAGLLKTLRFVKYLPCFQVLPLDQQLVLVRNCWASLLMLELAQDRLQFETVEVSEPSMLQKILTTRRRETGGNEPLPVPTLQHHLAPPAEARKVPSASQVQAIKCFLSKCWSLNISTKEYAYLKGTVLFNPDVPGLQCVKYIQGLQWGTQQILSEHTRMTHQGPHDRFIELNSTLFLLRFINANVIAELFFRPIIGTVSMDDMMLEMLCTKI
# DAX1 inh-2: DAX1 (NR0B1) inhibitors on StAR promoter, primary screen, cell-based, luminescence, SF-1 (NR5A1), full-length DAX-1; hit rate 1.1% among 370,000; inhibition, % at 6.8 µM; AID 652010, 2013; HEK293T StAR-luciferase reporter, SF-1/DAX-1 repression relief;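 active = inhibition above the mean over all tested compounds plus 3 SD, cut at about 3.6% in these data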;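 note: 0% = DAX-1 cells with DMSO and 100% = cells lacking DAX-1 with DMSO; higher inhibition means more luminescence from relief of DAX-1 repression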
# GC-B act: human GC-B receptor activators, primary screen, HEK293 GC-B cells, cGMP TR-FRET, EC30 CNP; Atrial natriuretic peptide receptor 2 (Homo sapiens), P20594; 0% at EC30 CNP, 100% saturating CNP; activation, % at 10 µM; hit rate 0.11% among 370,000; AID 1920062, 2024;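 active = activation at 10 µM reaching about 35% in either raw or pattern-adjusted values, limit read from the data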
# SMARCA2 activ: SMARCA2 (BRM) function activators, primary screen, cell-based, luminescence, high throughput | MG213 cells, MMTV-luciferase reporter, dexamethasone, overnight | activation, % at 9.1 µM | hit rate 1% among 370,000 | AID 652017, 2013; in the data active = activation above about 7.8%;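 note: 0% = vehicle wells and 100% = reference activator wells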
# The depositor's hits bear a star; . = not tested or not shown.
SMILES,FXN GAA850 act,sPLA2-III inh,ADAM10 inh,hcDAF12 agonist,ssDAF12 agonist,hgDAF-12 ag,GC-A act,DAX1 inh-1,DAX1 inh-2,GC-B act,SMARCA2 activ
CCc1c(C)nc(SCC(N)=O)c(C#N)c1C,0.2,8,-8,-1.7,-1.0,1.0,4,-0.5,-0.1,-2,-1
CCN1C(=NCc2ccc(OC)cc2)N[C@@H](c2ccccc2)C(C(=O)OC)=C1C,-2.9,6,-2,-0.5,-1.3,0.3,-1,0.6,0.0,-3,0
CC(OC(=O)c1cccc(S(=O)(=O)Nc2ccccc2F)c1)C(=O)NCc1ccc2c(c1)OCO2 (configuration not stated),-2.4,-12,3,0.0,-1.4,0.7,1,1.0,-0.7,0,-1
O=C1CCC(O)CCN1CCSc1ccccc1 (configuration not stated),2.4,4,-3,-0.5,-1.0,1.5,1,0.3,0.7,0,5
CCCCN1CC(=O)N2[C@H](c3ccc(OC)cc3)[C@@H]3C(=O)N(CC)C(=O)[C@@H]3[C@]2(Cc2ccccc2)C1=O,0.1,2,-1,-0.3,-0.6,-1.2,-3,1.3,0.5,3,-1
Cc1[nH]c2ccccc2c1CCCO,.,-3,-30,-0.5,-1.0,1.6,4,.,0.5,0,0
CC1CCCN(CCC(=O)Nc2ccccc2)C1 (configuration not stated),0.8,-3,-8,-0.9,-1.0,-2.9,1,0.0,0.3,-3,-2
CO/N=C/CC(=O)c1ccc(-c2ccccc2)cc1,-1.7,-1,-3,-0.7,-0.6,-0.1,-7,-1.1,-0.3,-1,2
COc1ccc2c(c1)CN1C(=O)N(Cc3ccccc3)S(=O)(=O)CC21 (configuration not stated),.,7,-1,-1.3,-0.3,3.9,-2,.,-0.6,1,6
CS(=O)(=O)N(CC(=O)Nc1ccc(S(=O)(=O)N2CCCC2)cc1)c1ccccc1F,-2.7,-10,0,-2.3,-1.6,-0.8,-2,-0.8,0.1,4,0
O=C(CSc1nnc2ccccn12)c1ccc(OC(F)F)cc1OC(F)F,0.5,-25,-4,0.2,-0.7,-0.5,-3,0.7,-0.3,3,0
COc1cc2c(cc1OC)C(c1ccco1)CC(=O)N2 (configuration not stated),2.0,-2,-38,-2.6,-1.4,0.9,7,1.4,0.7,3,1
CCOc1ccc2cc(C3CC(c4ccco4)=NN3S(C)(=O)=O)c(Cl)nc2c1 (configuration not stated),-0.1,-10,-5,-1.2,-1.2,-4.0,-2,-0.1,-0.8,-2,-2
CCc1c(C)sc(NC(=S)N2CC(C)OC(C)C2)c1C(=O)OC (configuration not stated),0.9,4,0,-0.8,-1.1,0.1,-9,2.2,1.1,-8,2
CCNC(=O)CC1C(=O)N(c2ccc(C)cc2)C(=O)N1Cc1ccccn1 (configuration not stated),2.4,8,-2,0.0,-1.3,0.5,-3,-0.3,0.4,2,1
Cc1ccc(CCNC(=O)C2CCCN(C(=O)c3cc4sccc4n3C)C2)cc1 (configuration not stated),0.9,-3,11,-0.6,-1.7,-1.3,-3,-0.5,-0.5,-4,-1
Cn1c(=O)c2c(SCC(=O)Nc3ccccc3F)nc(-c3ccccc3F)nc2n(C)c1=O,-0.1,3,-7,-1.5,-0.2,-1.0,6,0.5,0.0,-1,0
Cc1occc1C(=O)NCc1ccc2c(c1)OCO2,-0.4,-2,0,1.1,-0.4,1.3,-8,3.3,0.6,-12,0
CN(C)S(=O)(=O)c1ccc(N2CCCC2)c(C(=O)NC2(C)CCS(=O)(=O)C2)c1 (configuration not stated),-0.9,12,-14,2.7,0.1,0.6,3,0.8,1.0,-2,-1
CC(C)NC(=O)C1(C)CCN1Cc1cccc(C#N)c1 (configuration not stated),1.0,2,-13,-1.5,-1.2,1.9,4,.,0.7,7,-2
CCCn1nnc(NC(=O)Cc2ccc(Cl)cc2)n1,2.0,-5,0,-0.2,-1.6,-1.6,2,-1.6,0.1,7,-1
Cc1ccc(-c2cnc3c(Cl)c(C)nn3c2)cc1,2.2,1,-1,5.1,0.6,24*,4,3.2,6.6*,1,2
O=C(CSc1cccc[n+]1[O-])Nc1cc([N+](=O)[O-])ccc1Cl,1.0,-2,2,-1.2,-0.5,2.5,-1,0.1,-0.1,0,1
COc1ccc(-n2nnnc2SCC(=O)Nc2ccccc2F)cc1,1.8,5,0,-0.9,-1.0,-0.2,-2,-0.7,-0.6,-3,-2
COc1ccc(N(Cc2cc(=O)[nH]c3ccccc23)C(=O)c2ccco2)cc1,-4.7,-6,-4,3.5,0.2,0.9,-7,0.1,-0.5,-14,-2
COc1ccc(Cl)cc1NC(=O)COC(=O)c1cc(C)oc1C,0.1,12,-4,-0.1,-1.4,-0.1,-3,-0.3,-0.5,-6,-4
CCOC(=O)N/N=C\C=C\c1ccco1,1.5,7,-6,-0.2,-1.6,-2.3,-5,1.0,0.9,3,0
CCN(CC(=O)NCc1ccc(F)cc1)Cc1cc(=O)n2ccsc2n1,1.5,2,-6,-0.5,-0.8,-0.6,0,1.4,-0.4,6,-1
Cc1ccc(CNC(=O)c2ccc(OCC(C)C)cc2)n1C,2.5,0,-22,1.0,-1.1,3.8,5,0.0,0.3,4,0
C#CCOCCOCCOCCNc1nc(N2CCN(C(=O)[C@H](C(C)C)n3cc(CCO)nn3)CC2)nc(N2CCN(C(=O)[C@H](Cc3ccc(O)cc3)n3cc(CCO)nn3)CC2)n1,1.1,2,7,-0.9,-1.2,0.5,1,1.5,-0.1,9,2
Nn1c(COc2ccccc2)nc2ccccc2c1=O,4.3,-8,0,-1.1,-0.9,2.4,-1,1.4,0.4,-1,-1
Cc1cc(Cl)ccc1OCC(=O)Nc1cccc(S(=O)(=O)NC2=NCCCCC2)c1,-0.7,-14,3,-0.7,-0.8,0.2,1,-0.8,0.4,5,2
COc1cc(/C=N/NC(=O)c2[nH]nc3c2CCc2ccccc2-3)ccc1O,-4.0,0,-10,-0.1,-1.4,0.2,20,0.1,-0.6,14,-3
Cc1ccc(S(=O)(=O)NCC(=O)N(CC(=O)NCc2ccco2)Cc2cccs2)cc1,-1.8,-8,3,-1.9,-1.2,0.1,0,-0.2,0.1,3,-1
CCCS(=O)(=O)N1CCC(C(=O)NCc2ccc(F)cc2)CC1,1.4,-1,-4,-1.4,-0.5,1.2,2,0.9,-0.1,0,1
CCc1n[nH]c(=S)n1/N=C/C(C)=C\c1ccccc1,1.3,15,2,-1.4,-1.7,2.2,-2,0.0,0.0,-10,-1
COc1ccc(NC(=S)Nc2cc(-c3ccccc3)[nH]n2)cc1Cl,-1.1,14,32*,-3.8,-1.5,-1.1,20,-0.8,-1.6,11,-2
O=C(O)C1C2CCC(C2)C1C(=O)Nc1ccccc1 (configuration not stated),2.0,2,3,-0.1,-0.9,-1.0,3,4.3*,0.2,-9,-3
COc1cc(OC)cc(C(=O)NCC(=O)OCC(=O)NC(C)CCc2ccccc2)c1 (configuration not stated),0.7,-8,-7,-1.8,-0.6,1.8,-13,1.6,0.9,-14,-3
O=C(O)c1cc(NC(=O)C2CCCO2)cc(C(=O)O)c1 (configuration not stated),1.5,0,3,2.0,-1.5,2.4,4,0.0,0.2,-3,2

# Quoted from the listing (5 entries):
SMILES,FXN GAA850 act,sPLA2-III inh,ADAM10 inh,hcDAF12 agonist,ssDAF12 agonist,hgDAF-12 ag,GC-A act,DAX1 inh-1,DAX1 inh-2,GC-B act,SMARCA2 activ
CCc1c(C)nc(SCC(N)=O)c(C#N)c1C,0.2,8,-8,-1.7,-1.0,1.0,4,-0.5,-0.1,-2,-1
CCN1C(=NCc2ccc(OC)cc2)N[C@@H](c2ccccc2)C(C(=O)OC)=C1C,-2.9,6,-2,-0.5,-1.3,0.3,-1,0.6,0.0,-3,0
CC(OC(=O)c1cccc(S(=O)(=O)Nc2ccccc2F)c1)C(=O)NCc1ccc2c(c1)OCO2 (configuration not stated),-2.4,-12,3,0.0,-1.4,0.7,1,1.0,-0.7,0,-1
O=C1CCC(O)CCN1CCSc1ccccc1 (configuration not stated),2.4,4,-3,-0.5,-1.0,1.5,1,0.3,0.7,0,5
CCCCN1CC(=O)N2[C@H](c3ccc(OC)cc3)[C@@H]3C(=O)N(CC)C(=O)[C@@H]3[C@]2(Cc2ccccc2)C1=O,0.1,2,-1,-0.3,-0.6,-1.2,-3,1.3,0.5,3,-1

# Further records follow:
SMILES,FXN GAA850 act,sPLA2-III inh,ADAM10 inh,hcDAF12 agonist,ssDAF12 agonist,hgDAF-12 ag,GC-A act,DAX1 inh-1,DAX1 inh-2,GC-B act,SMARCA2 activ
CC(Oc1ccccc1)c1ccn[nH]1 (configuration not stated),-0.4,3,-9,-0.2,-0.7,0.3,3,-0.1,0.6,1,-3
O=C(Nc1ccc(-c2csc(-c3ccccc3)n2)cc1)c1ccccc1Cl,-2.0,-4,0,-3.2,-1.4,2.8,-1,0.9,-0.9,-3,-3
Cc1cc(C)cc(NC(=O)C2CCCN(S(=O)(=O)c3cnc[nH]3)C2)c1 (configuration not stated),-2.0,-19,-11,-0.8,-1.3,1.5,0,-1.0,0.3,-2,-1
CCOC(=O)N1CCC(NC(=O)CS(=O)(=O)Cc2nc(-c3ccccc3C)oc2C)CC1,1.7,1,-8,-1.5,-1.1,-0.5,-4,-0.6,-1.2,3,-3
Cc1nc2ccccc2c(=O)n1CCCO,-1.2,-1,-1,-0.7,-0.3,3.2,0,-0.3,0.5,4,4
CCC(C)Cn1c(C)nc2ccccc21 (configuration not stated),-1.7,0,3,-2.3,-1.1,-1.4,3,-1.4,-0.9,6,-2
CCN1C[C@@H]2[C@@H]3C(=O)N(Cc4ccccc4)C(=O)[C@@H]3[C@](CC)(C(=O)OC)N2C1=NCc1ccccc1,-0.1,2,-12,0.7,-1.6,-8.7,-2,0.7,-4.9,-6,-5
Cc1ccc(S(=O)(=O)Nc2ccc(NC(=O)c3c(F)c(F)c(F)c(F)c3F)cc2)cc1,-1.0,-35,11,-2.1,-1.0,-3.9,1,-2.2,-1.6,-3,-5

# Marked active in DAX1 inh-1 (from the list above):
molecule,FXN GAA850 act,sPLA2-III inh,ADAM10 inh,hcDAF12 agonist,ssDAF12 agonist,GC-A act,DAX1 inh-1,DAX1 inh-2,GC-B act,SMARCA2 activ
O=C(O)C1C2CCC(C2)C1C(=O)Nc1ccccc1 (configuration not stated),2.0,2,3,-0.1,-0.9,3,4.3*,0.2,-9,-3
